Y pestis TopoI: Yersinia pestis topoisomerase I inhibitors, primary screen, biochemical, cleavage product accumulation, plate reader, single point | DNA topoisomerase I (Yersinia pestis CO92) | Y. pestis Topo-I cleavage product accumulation | activity, % at 10 µM | 360,000 tested, 0.064% active | AID 504884, 2011; in the data active means activity above about 50%, passing the limit was not always enough; inconclusive means no clear call, values can overlap the other calls; further: inactives centre near 2
Vc quorum ag: inducers of Vibrio cholerae quorum light production without autoinducers, primary screen, BH1578 luxS cqsA deficient, single point. V. cholerae BH1578 lux reporter, luminescence, 6 h. activation, % at 18.7 µM. 350,000 tested, 0.16% active. AID 588436, 2011; in the data active means activation mostly above about 9.7%, no sharp cut-off; inconclusive means no clear call, values can overlap the other calls; inactive means mostly below about 3.7%; further: not every result past the cut was called active; inactives centre near 0; reference of the scale not given here
Anthrax LF inh2: Bacillus anthracis LF protease inhibitors, primary screen, biochemical, multiplex microsphere, MLPCN library; inhibition, % at 10 µM; Lethal factor (Bacillus anthracis), P15917; 360,000 tested, 0.12% active; multiplex microsphere protease cleavage assay; in the data active means inhibition above about 30%; inconclusive means no clear call, values can overlap the other calls; further: plate controls were buffer without enzyme for full effect and enzyme alone for no effect
Target sequence (P15917 whole entry, looked up): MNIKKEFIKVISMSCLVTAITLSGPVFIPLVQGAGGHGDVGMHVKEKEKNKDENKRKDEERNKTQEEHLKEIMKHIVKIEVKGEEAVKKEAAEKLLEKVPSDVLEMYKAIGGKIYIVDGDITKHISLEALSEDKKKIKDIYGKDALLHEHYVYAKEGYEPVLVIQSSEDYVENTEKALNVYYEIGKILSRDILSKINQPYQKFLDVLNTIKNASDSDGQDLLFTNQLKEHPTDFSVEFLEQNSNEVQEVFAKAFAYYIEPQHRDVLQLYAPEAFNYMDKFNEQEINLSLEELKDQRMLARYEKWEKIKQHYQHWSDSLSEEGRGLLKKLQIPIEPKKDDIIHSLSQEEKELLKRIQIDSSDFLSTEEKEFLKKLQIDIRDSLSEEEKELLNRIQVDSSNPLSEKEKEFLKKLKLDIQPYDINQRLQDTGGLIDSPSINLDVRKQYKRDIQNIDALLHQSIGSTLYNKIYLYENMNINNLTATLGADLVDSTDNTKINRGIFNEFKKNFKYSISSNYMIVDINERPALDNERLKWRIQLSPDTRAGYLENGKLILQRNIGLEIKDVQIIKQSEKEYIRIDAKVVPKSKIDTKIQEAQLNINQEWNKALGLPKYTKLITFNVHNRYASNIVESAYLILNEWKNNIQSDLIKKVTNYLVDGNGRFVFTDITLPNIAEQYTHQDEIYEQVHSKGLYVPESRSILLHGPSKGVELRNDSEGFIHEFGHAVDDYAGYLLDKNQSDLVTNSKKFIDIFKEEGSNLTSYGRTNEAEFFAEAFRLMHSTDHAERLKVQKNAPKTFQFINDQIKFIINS
PfHsp40 rescue: rescue of yeast from PfHsp40 toxicity, primary screen, S. cerevisiae, ATP luminescence | 340,000 tested, 0.68% active | growth rescue, % at 12.5 µM | S. cerevisiae expressing PfHsp40, growth rescue; in the data active means growth rescue above about 28%, passing the limit was not always enough; inconclusive means no clear call, values can overlap the other calls;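 further: yeast W303a lacking pdr1 and pdr3 grown in galactose medium; growth measured after three days at 30 °C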
3CLpro inhibitor: SARS-CoV 3CLpro protease inhibitors, primary screen, biochemical, quenched FRET | 290,000 tested, 0.14% active | Replicase polyprotein 1ab (Severe acute respiratory syndrome coronavirus), P0C6X7 | inhibition, % at 6 µM | recombinant SARS-CoV 3CLpro, quenched FRET peptide cleavage | AID 1706, 2009; in the data active means inhibition above about 12%
SSB-PriA inh: inhibitors of Klebsiella pneumoniae PriA binding to SSB C-terminal tail, primary screen, biochemical, AlphaScreen. 430,000 tested, 0.6% active. inhibition, % at 33 µM. AlphaScreen SSBct-PriA binding, biotinylated peptide. PriA–SSB C-terminal tail interaction (Klebsiella pneumoniae); in the data active means inhibition mostly above about 37%, no sharp cut-off; inactive means mostly below about 20%;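 further: plate controls were negative control peptide for no effect and reference peptide for full effect; strong numbers were not always called active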
VHR inh abs: VHR1 phosphatase inhibitors, primary screen, biochemical, absorbance, uHTS; recombinant VHR phosphatase, pNPP absorbance; Dual specificity protein phosphatase 3 (Homo sapiens), P51452; AID 1654, 2009; inhibition, % at 13.3 µM; 290,000 tested, 0.52% active; in the data active means inhibition above about 50%; further: some compounds called inactive have numbers as strong as hits
Target sequence (P51452 whole entry, looked up): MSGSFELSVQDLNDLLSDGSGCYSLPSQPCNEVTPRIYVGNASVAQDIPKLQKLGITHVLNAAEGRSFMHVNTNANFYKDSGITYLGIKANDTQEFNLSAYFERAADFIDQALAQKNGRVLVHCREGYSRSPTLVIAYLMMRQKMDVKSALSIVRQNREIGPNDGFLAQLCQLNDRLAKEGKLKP
TcdB inh: TcdB glycohydrolase inhibitors, primary screen, biochemical, single point, plate reader. TcdB glycohydrolase enzymatic assay. 350,000 tested, 0.24% active. inhibition, % at 9.99 µM. Toxin B (Clostridioides difficile), P18177. AID 652162, 2013; in the data active means inhibition above about 10%
Rv3671c inh: Rv3671c serine protease inhibitors, primary screen, biochemical, fluorescence polarization, M. tuberculosis H37Rv | inhibition, % at 5.96 µM | 320,000 tested, 0.048% active; in the data active means inhibition above about 38%;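 further: extracellular domain of Rv3671c used as enzyme; 0% = enzyme with DMSO and 100% = no enzyme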
MazEF act: activators of E. coli MazEF toxin-antitoxin RNase, primary screen, biochemical, fluorescence, uHTS; 350,000 tested, 0.32% active; Endoribonuclease toxin MazF (Escherichia coli (strain K12)), P0AE70; FAM/BHQ RNA-DNA oligo cleavage fluorescence, 5 h; activation, % at 20 µM; in the data active means activation above about 50%
An asterisk follows results filed as active; i = inactive; ? = inconclusive; / = not tested or not shown; & = joins results of further samples. The list is partial, so the mix of outcomes need not match the whole.

Fields – Y pestis TopoI	Vc quorum ag	Anthrax LF inh2	PfHsp40 rescue	3CLpro inhibitor	SSB-PriA inh	VHR inh abs	TcdB inh	Rv3671c inh	MazEF act
O=c1c2ccccc2ncn1Cc1ccc(Cl)c(Cl)c1
    4	i	-1	0.8	5	-5	33	0.2	2	2
CN(CC(=O)Nc1ccc(F)c(F)c1F)C(=O)C1CC(=O)N(c2ccc3c(c2)OCCO3)C1 (stereo not drawn)
    6	-0.5	/	-0.1	/	-14	/	2.4	-1	1
CSc1nnc([C@H](Cc2c[nH]c3ccccc23)NC(=O)OC(C)(C)C)o1
    -7	-0.5	1	1.6	10	2	-17	0.8	-3	-3
CCOCCCNCC(=O)Nc1ccc(S(=O)(=O)NC(C)CC)cc1 (stereo not drawn)
    -2	-0.5	1	-0.3	-3	-1	46	3.7	-2	-2
O=C(Nc1ccc(Br)cc1)c1csc(-c2ccncc2)n1
    -2	i	5	1.3	-5	-4	5	1.2	-1	3
CN1C(=O)c2cccc(NC(=O)Cc3ccccc3)c2C1=O
    0	-0.2	3	3.9	2	-13	12	-0.5	-15	11
Cc1cc(SCC(=O)NC2CC2)nc2ccccc12
    7	-1.6	-5	2.2	/	-11	/	-1.5	10	1
CCN(c1ccccc1)S(=O)(=O)c1cc(C(=O)NCC(c2ccco2)N2CCCCC2)ccc1C (stereo not drawn)
    38	-3.8	4	1.1	/	-2	/	1.1	-7	-7
CCc1c(C)nc2ncnn2c1Nc1ccc(C)c(C)c1
    10	0.6	-3	0.8	-3	-1	3	/	0	0
CCN(CC(=O)Nc1ccc(OC)cc1)CC(=O)Nc1sc2c(c1C(=O)OC)CCCC2
    17	i	-5	-1.7	/	-4	/	0.7	-2	-2
Cc1nc(Oc2ccccc2)c2oc3ccccc3c2n1
    2	-1.4	-2	-0.7	6	-12	21	/	-2	-6
Cc1csc2ncc(C(=O)Nc3ccccc3Cl)c(=O)n12
    -1	-0.3	0	0.4	-1	-10	3	0.1	-2	9
CCCNC(=O)NNC(=O)c1cc(-c2ccc3c(c2)OCO3)nc2ccccc12
    0	i	-5	0.0	0	0	14	-1.8	-14	3
O=C(Nc1ccc(Cl)cc1Cl)c1ccc2c(=O)n3c(nc2c1)CCC3
    10	-0.3	4	-1.1	/	-8	/	0.5	-17	1
COc1ccccc1CNC(=O)C1Cc2cc(S(=O)(=O)N3CCCC3)ccc2N1C(C)=O (stereo not drawn)
    -4	i	-2	-0.3	-6	-10	8	2.2	-2	2
C[C@@H]1CCCCO[C@@H](CN(C)Cc2ccc3c(c2)OCO3)[C@@H](C)CN([C@H](C)CO)C(=O)c2cc(NS(=O)(=O)c3ccccc3)ccc2O1
    -4	i	0	/	/	/	/	-5.0&0.9	/	0
COc1cccc(N2CCN(C(=O)c3c(C)nn(-c4ccccc4)c3C)CC2)c1
    -11	-0.2	-4	0.2	2	5	-11	1.0	-6	0
COC(=O)[C@@]1(C)[C@H]2C(=O)N(C)C(=O)[C@H]2[C@H]2CN(C)C(=NC3CCCCC3)N21
    1	0.2	0	1.0	/	-10	/	0.2	/	-1
CSc1ccc(/C=N/NC(=O)c2ccc(O)cc2)cc1
    -6	i	-1	-0.5	0	/	60*	0.8	-5	-2
CCc1ccc2c(c1)c(N=NC1=NC(=O)CS1)c(O)n2CC
    2	5.9	0	-0.6	7	-8	38	/	-1	-4
COc1ccc(S(=O)(=O)NCC2CCCN(C(=O)CC3CCCC3)C2)cc1 (stereo not drawn)
    5	-0.3	-8	-0.3	-4	-1	12	0.7	2	-17
Cn1c(Cl)nc2ccccc21
    1	-0.3	-11	0.0	-10	-16	-6	/	0	9
CC1CCCCN1CC(=O)Nc1ccc(N2CCCCCC2)cc1 (stereo not drawn)
    5	-0.2	-12	1.2	0	52	-5	-9.3	3	10
O=C1COCCOCCOCCOCC(=O)NCCN1
    1	i	-10	1.3	0	-4	14	-2.3	2	13
CCn1c(=O)c(C(=O)NNC(=O)c2ccccc2Br)c(O)c2ccccc21
    -1	i	-5	-1.4	3	-11	46	1.0	7	1
COc1ccc(/C=C2/SC(=S)N(CCCC(=O)Nc3ccccc3C(=O)O)C2=O)cc1
    11	i	-4	-0.3	6	-13	2	1.2	-6	1
Cc1[nH]c2ccccc2c1C(C[N+](=O)[O-])c1ccco1 (stereo not drawn)
    -3	-0.6	-3	2.1	3	7	11	3.5	-7	9
Cc1ccc(Sc2ccc(S(=O)(=O)Nc3ccc(C(=O)O)cc3)cc2)cc1C
    7	-0.6	-2	9.0	/	9	/	-3.6	-16	-24
O=C(COC(=O)c1c(Cl)ccc(Cl)c1Cl)NC(=O)NCc1ccccc1
    -2	i	2	0.3	1	9	7	0.0	-5	-1
O=C(NC1CCN(S(=O)(=O)c2cccc(Cl)c2)CC1)C1CCCCC1
    -3	-0.3	-3	-1.9	2	-9	-12	-0.3	0	10

A draw from above in order of molar mass, lowest first:
Fields – Y pestis TopoI	Vc quorum ag	Anthrax LF inh2	PfHsp40 rescue	3CLpro inhibitor	SSB-PriA inh	VHR inh abs	TcdB inh	Rv3671c inh	MazEF act
Cn1c(Cl)nc2ccccc21
    1	-0.3	-11	0.0	-10	-16	-6	/	0	9
CCc1c(C)nc2ncnn2c1Nc1ccc(C)c(C)c1
    10	0.6	-3	0.8	-3	-1	3	/	0	0
O=C1COCCOCCOCCOCC(=O)NCCN1
    1	i	-10	1.3	0	-4	14	-2.3	2	13

(next part)
Fields – Y pestis TopoI	Vc quorum ag	Anthrax LF inh2	PfHsp40 rescue	3CLpro inhibitor	SSB-PriA inh	VHR inh abs	TcdB inh	Rv3671c inh	MazEF act
CSCCC(NC(=O)c1ccc(Cl)cc1)C(=O)OCC(=O)c1ccc[nH]1 (stereo not drawn)
    -6	-0.3	-1	-2.3	3	-2	8	/	8	1
CCC(=O)Nc1nnc(S(=O)(=O)N(CC)c2cc(C)cc(C)c2)s1
    -7	-10	-4	-1.0	3	-6	-20	0.9	/	9
Cc1ccc2oc(C(=O)N3CCN(CC(=O)NC(C)C)CC3)c(C)c2c1
    -4	i	-15	-0.2	-1	2	14	0.4	-5	5
O=C(c1cc(-c2cccc3ccccc23)nc2ccccc12)N1CCN(CCO)CC1
    7	i	-9	-1.7	/	0	/	1.7	-12	3
O=C1CCN(Cc2cccnc2)CCN1[C@H](CO)c1ccccc1
    4	i	3	1.2	-4	-9	25	1.0	-2	5
COc1ccccc1N1CCN(C(=O)c2ccc(N3CCCCS3(=O)=O)cc2)CC1
    17	-0.5	-2	1.4	1	-11	11	1.1	-6	12
CCOc1ccc(NC(=O)CN(C)C(=O)CCc2ccccc2Cl)cc1OCC
    14	i	1	-0.9	1	6	-17	0.1	-7	4
Brc1cc2c(cc1-c1nc3ccccc3s1)OCO2
    -6	-0.4	1	-1.2	1	-19	12	0.1	-3	3
COc1ccc(CCN=C(N)NS(=O)(=O)c2ccc(F)cc2)cc1
    4	i	-4	-0.6	4	-6	29	0.4	-2	2
COCCn1c(SCc2nc3sc(C(=O)OC)c(C)c3c(=O)[nH]2)nc2ccccc21
    -12	-0.1	2	-0.2	-1	-15	28	/	-4	26
CCOc1ccc(OCC(=O)OC(C)C(=O)Nc2ccc(Cl)cn2)cc1 (stereo not drawn)
    9	-0.3	?	0.2	/	-14	/	1.5	-1	5
Cc1ccc(N2CN=c3s/c(=C\c4cccnc4)c(=O)n3C2)cc1
    2	i	2	0.1	2	/	-12	/	-1	-1
C/C=C/n1ccnc1CC(O)(c1ccccc1)c1ccc(C)cc1 (stereo not drawn)
    6	-0.8	/	-0.1	/	12	/	0.8	5	4
Cc1ccc2c(c1)N(CCCC(=O)NCCCN1CCCC1=O)C(=O)CO2
    3	-0.1	4	0.5	-1	3	11	-0.2	4	-1
CC(C)c1nc2sc3c(=O)[nH]cnc3c2c2c1CCCC2
    2	i	-4	-1.3	2	-5	5	1.6	-12	68*
Cc1ccc2c(c1)NC(=O)C(CC(=O)NC1CCCCC1C)O2 (stereo not drawn)
    1	1.3	-4	1.1	-5	-8	8	-0.9	-4	4
CCc1ccc(C(=O)COC(=O)c2ccc(-c3nnc(-c4ccccc4)o3)cc2)cc1
    -6	2.2	-1	-0.4	1	-11	33	/	12	-25
Cc1ccsc1C1C(C#N)=C(N)N(N(C)C)C2=C1C(=O)CCC2 (stereo not drawn)
    -12	-2.3	-9	-0.6	0	-12	20	-1.9	16	7
Cc1nc2ccccc2n1CC(O)COCC1CC=CCC1 (stereo not drawn)
    5	i	4	-0.6	0	9	30	/	-5	-6
Cc1ccc(S(=O)(=O)N2[C@@H](c3cccc(Cl)c3)C(C(=O)O)=CC[C@H]2c2ccc(Cl)c(Cl)c2)cc1
    16	-0.6	-11	1.9	/	1	/	0.0	-28	0
O=C(NC1CCCCC1)C1CCCN1C(=O)Nc1ccccc1 (stereo not drawn)
    8	-0.2	0	1.5	1	1	4	0.5	-8	1
CC(C)n1cnnc1SCC(=O)Nc1ccc(Br)cc1F
    -4	0.1	-4	0.5	2	-18	5	0.3	-3	1
COc1ccc(/C=N/NC(=O)C2CCN(c3ncc(C(F)(F)F)cc3Cl)CC2)cc1
    -6	i	-2	0.8	2	/	29	/	-1	-16
CCn1nnnc1SCC(=O)Nc1cc(OC)cc(OC)c1
    3	-1.4	-4	-0.5	-2	-5	12	/	-6	0
CCOC(=O)C1=C(C)N(CCCC(=O)O)C(=O)NC1c1cccs1 (stereo not drawn)
    6	-0.4	-6	-2.0	/	-2	/	-0.4	-3	-1

Reprinted at random: 5 entries already listed
Fields – Y pestis TopoI	Vc quorum ag	Anthrax LF inh2	PfHsp40 rescue	3CLpro inhibitor	SSB-PriA inh	VHR inh abs	TcdB inh	Rv3671c inh	MazEF act
COc1ccccc1N1CCN(C(=O)c2ccc(N3CCCCS3(=O)=O)cc2)CC1
    17	-0.5	-2	1.4	1	-11	11	1.1	-6	12
Cc1ccc(S(=O)(=O)N2[C@@H](c3cccc(Cl)c3)C(C(=O)O)=CC[C@H]2c2ccc(Cl)c(Cl)c2)cc1
    16	-0.6	-11	1.9	/	1	/	0.0	-28	0
Cc1ccc2oc(C(=O)N3CCN(CC(=O)NC(C)C)CC3)c(C)c2c1
    -4	i	-15	-0.2	-1	2	14	0.4	-5	5
CCOc1ccc(NC(=O)CN(C)C(=O)CCc2ccccc2Cl)cc1OCC
    14	i	1	-0.9	1	6	-17	0.1	-7	4
O=C1CCN(Cc2cccnc2)CCN1[C@H](CO)c1ccccc1
    4	i	3	1.2	-4	-9	25	1.0	-2	5
